# Screening results from PubChem BioAssay.
# EPAC1 antagonist: qHTS for Antagonist of cAMP-regulated guanine nucleotide exchange factor 3 (EPAC1): primary screen; EPAC1 GEF assay, Rap1b-BODIPY-GDP exchange fluorescence; Potency, µM (series often up to 115 µM), for inactives: at the top dose activity change, negative = inhibition, hits mostly inhibitors; hit rate 0.14% among 360,000; AID 720709, 2013;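 also: potency is read from the fitted curve at half-maximal effect; plate controls were vehicle for no effect and positive control for full effect; nearly all actives have a fitted effect of over 50% in size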
# PI5P4K alpha inh: qHTS for Inhibitors of phosphatidylinositol 5-phosphate 4-kinase (PI5P4K). hit rate 1.2% among 330,000. AID 652105, 2013. max response, %. Phosphatidylinositol 5-phosphate 4-kinase type-2 alpha (Homo sapiens), P48426. PI5P4Kalpha enzyme, ADP-Glo luminescence, 60 min; active compounds read low; active = max response of -50% or lower; inconclusive = between -30% and -50%; inactive = -30% or higher; also: value at the top dose of about 77 µM; % is scaled to controls: 0 for no effect and ±100 for the full control effect
# Target sequence (P48426 whole entry, looked up): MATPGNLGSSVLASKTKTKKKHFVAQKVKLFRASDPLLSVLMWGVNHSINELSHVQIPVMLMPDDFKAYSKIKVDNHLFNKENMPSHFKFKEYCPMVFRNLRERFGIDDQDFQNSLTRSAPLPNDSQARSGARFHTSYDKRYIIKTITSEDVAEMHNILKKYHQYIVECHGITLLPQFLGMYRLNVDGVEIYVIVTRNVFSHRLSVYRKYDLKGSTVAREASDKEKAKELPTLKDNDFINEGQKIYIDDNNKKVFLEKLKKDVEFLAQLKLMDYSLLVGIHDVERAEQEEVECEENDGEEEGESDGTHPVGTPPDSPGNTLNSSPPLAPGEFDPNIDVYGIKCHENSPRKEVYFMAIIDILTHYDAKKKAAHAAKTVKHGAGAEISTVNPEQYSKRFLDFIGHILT
#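 Human PI5P4Kalpha with substrate in 0.038 M HEPES pH 7.4, 0.28 mM EGTA, 0.1% CHAPS, 5% DMSO; reaction started with 5 microM ATP (final), 60 min at room temperature. ADP formed read by ADP-Glo luminescence.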
# EPAC1 ag: qHTS for Agonist of cAMP-regulated guanine nucleotide exchange factor 3 (EPAC1): primary screen; hit rate 0.073% among 360,000; EPAC1 agonist qHTS, biochemical assay; response scale: 100% = response to 6.5 mM cAMP; Rap guanine nucleotide exchange factor 3 (Homo sapiens), O95398; Potency, µM (highest dose often 154 µM), without a hit: at the top dose activation, most hits filed as activators; also: potency is read from the fitted curve at half-maximal effect; nearly all actives have a fitted effect of over 60% in size
#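 Compounds were pinned as a concentration titration into mixtures of EPAC1 (100 nM), BODIPY-GDP-loaded Rap1B (250 nM) and GDP (50 uM). After 5 min at room temperature, fluorescence was followed for 30 min; activity was scaled to 6.5 mM cAMP.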
# FUS suppressor: qHTS for Suppressors of FUS Proteinopathy: Primary screen using FUS-linked yeast assay | hit rate 0.24% among 390,000 | AID 1347120, 2019 | Potency, µM (titrated, usually from 76.6 µM), for inactives: top-dose growth rescue (activation), most hits filed as activators | S. cerevisiae FUS-expressing, growth rescue, OD600, 24 h;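 also: potency is read from the fitted curve at half-maximal effect; plate controls were DMSO vehicle for no effect and reference control for full effect; nearly all actives have a fitted effect of over 55% in size; some results filed as inactive show a strong effect at the top dose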
#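 Cultures pregrown in 2.5% raffinose medium are shifted to minimal medium containing 2% galactose to express toxic FUS. Compounds are tested at several concentrations. After 24hr at 30C, growth is quantified at 600 nm absorbance.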
# IL2 activator: qHTS of IL-2 Activators; activation, % (series mostly up to about 46 µM); IL-2 activation reporter assay, cell-based qHTS; stimulated with anti-CD3/CD4/CD28 beads; in transgenic mouse T cells; hit rate 0.065% among 360,000; in the data active = activation above about 50%; inconclusive = mostly about 30% to 49%; also: 0% is about no effect
#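 EGFP and DsRed fluorescence is measured by plate cytometry in unstimulated transgenic mouse T cells exposed to compound for 60 minutes, then stimulated 18 hours at 37 degrees C with anti-CD3/anti-CD4 beads plus anti-CD28.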
# WRN inhibitor: qHTS for Inhibitors of WRN Helicase | Bifunctional 3'-5' exonuclease/ATP-dependent helicase WRN (Homo sapiens), Q14191 | WRN helicase unwinding, fluorescent forked duplex, kinetic | Potency, µM (titrated, usually from 114 µM), without a hit: at the highest dose activity change, negative = inhibition, most hits filed as inhibitors | hit rate 0.46% among 360,000; also: potency is read from the fitted curve at half-maximal effect; % is scaled to controls: 0 for no effect and ±100 for the full control effect; nearly all actives have a fitted effect of over 55% in size
#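 Fluorescence dequenching readout, ex 525 nm/em 598 nm, kinetic mode: forked duplex DNA (100 nM final) with adjacent fluorophore and quencher unwound by WRN (20 nM final) with 2 mM ATP. Compound preincubation 15 min, room temperature.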
# aSyn yeast inh: qHTS of alpha-syn Inhibitors | Yeast expressing alpha-synuclein, growth rescue, BacTiter-Glo, 24 h | Potency, µM (top dose mostly 46.1 µM), for inactives: top-dose growth rescue (activation), usual class: activators | hit rate 0.14% among 370,000; also: potency is read from the fitted curve at half-maximal effect; % of control where 0% means no effect; nearly all actives have a fitted effect of over 65% in size
#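 Screening used galactose-induced yeast with toxic alpha-synuclein levels, exposed to compound for 24 hr at 30 deg C. Cell growth, read with BacTiter-Glo luminescence, gave the measured signal.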
# PLK1 PBD inh: qHTS for Inhibitors of PLK1-PDB (polo-like kinase 1 - polo-box domain): Primary Screen; Serine/threonine-protein kinase PLK1 (Homo sapiens), P53350; Plk1 PBD binding of FITC phosphopeptide, fluorescence polarization; Potency, µM, for inactives: max response, negative = inhibition, actives largely listed as inhibitors; hit rate 2.8% among 360,000; also: potency is read from the fitted curve at half-maximal effect; series mostly up to about 57 µM; % is scaled to controls: 0 for no effect and ±100 for the full control effect; nearly all actives have a fitted effect of over 65% in size
# Target sequence (P53350 whole entry, looked up, the tested form may be a part): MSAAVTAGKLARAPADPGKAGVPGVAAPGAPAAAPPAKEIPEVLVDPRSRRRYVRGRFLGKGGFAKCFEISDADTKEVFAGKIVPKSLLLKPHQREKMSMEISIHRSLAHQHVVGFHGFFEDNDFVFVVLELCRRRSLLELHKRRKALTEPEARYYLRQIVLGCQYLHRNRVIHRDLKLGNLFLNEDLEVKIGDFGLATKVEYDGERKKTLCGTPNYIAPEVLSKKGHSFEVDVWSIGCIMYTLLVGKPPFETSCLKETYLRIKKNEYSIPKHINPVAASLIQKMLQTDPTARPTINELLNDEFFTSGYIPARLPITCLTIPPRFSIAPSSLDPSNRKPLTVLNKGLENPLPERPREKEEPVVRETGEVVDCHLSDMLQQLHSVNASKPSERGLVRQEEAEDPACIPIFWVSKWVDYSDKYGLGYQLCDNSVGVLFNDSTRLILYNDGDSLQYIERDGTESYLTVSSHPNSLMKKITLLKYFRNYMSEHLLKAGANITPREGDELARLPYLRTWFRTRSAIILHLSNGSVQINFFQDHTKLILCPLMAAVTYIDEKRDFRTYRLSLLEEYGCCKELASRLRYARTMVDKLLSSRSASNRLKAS
# Abeta rescue: qHTS for compounds that reverse cellular toxicity of Amyloid beta (A-beta) peptide in yeast: Primary Screen; yeast expressing A-beta42, growth rescue, OD600, 48 h; response scale: 0% DMSO, 100% iron-clioquinol control; Potency, µM (highest dose often 46.1 µM), for the others: at the highest dose growth rescue, actives largely listed as activators; hit rate 0.063% among 410,000; AID 1347071, 2019; also: potency is read from the fitted curve at half-maximal effect; nearly all actives have a fitted effect of over 55% in size
#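 Growth rescue measured by 600 nm absorbance after 48 h yeast culture at 30 C with compound. Values normalized between DMSO and an equimolar ferric chloride plus clioquinol control.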
# * = called active by the depositor; ? = inconclusive; . = not tested or not shown; & = joins results of further samples; [ ] = another dose, or the depositor's remark. Unless noted, calls follow the shape of the dose curve; as a rule, active = well fitted curve in the direction sought with a large enough effect; inconclusive = small, poorly fitted or top-dose-only effect, or another doubt; inactive = no such curve, though single readings can be large; an effect the other way counts as inactive or inconclusive.
SMILES,EPAC1 antagonist,PI5P4K alpha inh,EPAC1 ag,FUS suppressor,IL2 activator,WRN inhibitor,aSyn yeast inh,PLK1 PBD inh,Abeta rescue
OC(COc1cccc(OCC(O)CN2CCOCC2)c1)CN1CCOCC1 (stereo not given),-3%&11%,-1&0,-4%&4%,-11%&12%,1.5&2.5,-3%&10%,-2%&3%,3%&-11%,15%&16%
CC1=C(C(=O)OC2CCCC2)C(c2coc3ccc(C)cc3c2=O)C2=C(CCCC2=O)N1 (stereo not given),?,-5,6%,10%,1.0,-9%,-6%,-15%,-7%
CCCN(CCC)C(=O)CSc1nc2ccccc2c(=O)n1CC1COc2ccccc2O1 (stereo not given),-17%,.,11%,14%,-1.1,-7%,1%,-6%,9%
CCOc1ccccc1-n1c(C)cc(C=O)c1C,0%,0,1%,-10%,5.9,1%,0%,0%,-5%
O=C(N/N=C/c1cccc([N+](=O)[O-])c1)C1CC1c1ccccc1 (stereo not given),-18%,6,6%,24%,-5.4,5%,-5%,-6%,-8%
COC(=O)CSc1nc2ccc(C)cc2cc1C#N,-3%,0,-2%,-20%,10,1%,0%,-2%,-7%
CCn1c2ccccc2c2cc(NC(=O)COC(=O)c3ccc(O)cc3)ccc21,-15%,1,?,?,-0.4,-9%,1%,1%,4%
Cc1nc(S(=O)(=O)N2CCOCC2)c(C#N)c(C)c1Cl,10%,-9,7%,7%,2.0,-3%,4%,?,23%
COC(=O)CCC(=O)N1CCC(Oc2cccc(C(=O)NCc3ccccn3)c2)CC1,14%,0,2%,-29%,-1.6,4%,-2%,-1%,1%
COc1cc(C(=O)NNC(=O)/C=C/c2ccco2)cc(OC)c1OC,0%,-14,0%,23%,1.7,-27%,-1%,-11%,4%
O=[N+]([O-])c1ccc(C=Nc2cccc3ccccc23)s1,-19%,6,5%,12%,-0.3,-4%,2%,-6%,-92%[inhibitor]
O=C(CCN1CCCCC1)NCC1OCCc2ccccc21 (stereo not given),3%,.,1%,39%,-4.0,-4%,-13%,-9%,-24%
COC(=O)N/N=C/c1ccc(-c2cc(Cl)cc(Cl)c2)o1,-6%,10,7%,.,-2.4,-17%,3%,-1%,-8%
COc1cc(C=NNC(=O)C(=O)Nc2cccc(Cl)c2)cc(OC)c1O,3%,-3,5%,-13%,-2.3,2%,-2%,-13%,10%
CCOc1ccc(-c2nc(CN(Cc3ccccc3)C[C@@H]3CCC(=O)N3)c(C)o2)cc1,-23%,-2,5%,24%,-0.6,-11%,6%,4%,5%
CC(C)N(C(=O)[C@H]1C[C@H](CC(=O)NC(C)(C)C)C(=O)N2CCc3c([nH]c4cc(CCC(=O)N(C)C)ccc34)[C@]12C)C(C)C,0%,1,5%,11%,0.1,2%,5%,-8%,-2%
CCOC(=O)C1=C(C)NC(=S)NC1c1cccs1 (stereo not given),3%,6,5%,3%,3.6,-4%,1%,-5%,29%
Cc1ccc(Nc2ncnc3sccc23)c(C)c1,-11%,-6,10%,-2%,-2.2,?,-5%,-10%,-11%
COCCOc1cc(NC(=O)c2ccccc2)c(Cl)cc1Cl,-5%,7,-14%,8%,0.6,-14%,8%,-3%,-13%
O=C1Cc2cc(S(=O)(=O)N3CCCCC3)ccc2N1,14%,1,4%,16%,-2.5,5%,0%,1%,5%

# Some of the entries above, set out differently:
SMILES: CCn1c2ccccc2c2cc(NC(=O)COC(=O)c3ccc(O)cc3)ccc21
  EPAC1 antagonist = -15%; PI5P4K alpha inh = 1; EPAC1 ag = ?; FUS suppressor = ?; IL2 activator = -0.4; WRN inhibitor = -9%; aSyn yeast inh = 1%; PLK1 PBD inh = 1%; Abeta rescue = 4%

SMILES: Cc1nc(S(=O)(=O)N2CCOCC2)c(C#N)c(C)c1Cl
  EPAC1 antagonist = 10%; PI5P4K alpha inh = -9; EPAC1 ag = 7%; FUS suppressor = 7%; IL2 activator = 2.0; WRN inhibitor = -3%; aSyn yeast inh = 4%; PLK1 PBD inh = ?; Abeta rescue = 23%

SMILES: COC(=O)CCC(=O)N1CCC(Oc2cccc(C(=O)NCc3ccccn3)c2)CC1
  EPAC1 antagonist = 14%; PI5P4K alpha inh = 0; EPAC1 ag = 2%; FUS suppressor = -29%; IL2 activator = -1.6; WRN inhibitor = 4%; aSyn yeast inh = -2%; PLK1 PBD inh = -1%; Abeta rescue = 1%

# Compound profiles, from the list above. Screens in order: EPAC1 antagonist | PI5P4K alpha inh | EPAC1 ag | FUS suppressor | IL2 activator | WRN inhibitor | aSyn yeast inh | PLK1 PBD inh | Abeta rescue
# OC(COc1cccc(OCC(O)CN2CCOCC2)c1)CN1CCOCC1 (stereo not given) across the screens: -3%&11% | -1&0 | -4%&4% | -11%&12% | 1.5&2.5 | -3%&10% | -2%&3% | 3%&-11% | 15%&16%
# Cc1ccc(Nc2ncnc3sccc23)c(C)c1 across the screens: -11% | -6 | 10% | -2% | -2.2 | ? | -5% | -10% | -11%

# (more compounds)
SMILES,EPAC1 antagonist,PI5P4K alpha inh,EPAC1 ag,FUS suppressor,IL2 activator,WRN inhibitor,aSyn yeast inh,PLK1 PBD inh,Abeta rescue
CC(C)C[C@H](N)C(=O)N1CCC(C(=O)N[C@H](C(=O)NC(C)c2ccccc2)C(C)C)CC1 (stereo not given in full),0%,0,12%,-7%,-0.4,-1%,-11%,3%,10%
Cc1ccc(C(=O)NCC(c2ccc(F)cc2)N2CCOCC2)cc1S(=O)(=O)N1CCOCC1 (stereo not given),12%,-4,1%,.,-0.4,2%,-1%,-4%,5%
CSc1ccc(NC(=O)NCCN2CCc3ccccc3C2)cc1,15%,.,-8%,29%,-0.6,-2%,-6%,-1%,16%
CC1CCCC(C)N1C(=O)COC(=O)CNC(=O)C12CC3CC(CC(C3)C1)C2 (stereo not given),3%,-2,-1%,2%,0.4,-1%,2%,2%,14%
O=C(Cc1ccc([N+](=O)[O-])cc1)Nc1ccc2c(c1)C(=O)NC2=O,2%,1,7%,12%,-4.9,7%,-6%,-11%,-17%
O=C(Nc1ccc(S(=O)(=O)Nc2nccs2)cc1)c1c(F)c(F)c(F)c(F)c1F,1%,-1,-4%,.,-1.9,-26%,3%,-8%,-12%
Cc1cccc(N2CCN(C(=O)c3ccc4nc(-c5ccco5)c(-c5ccco5)nc4c3)CC2C)c1 (stereo not given),-10%,-7,18%,?,-2.2,-16%,-6%,-26%,-20%
CC(C)CNc1ncnc2c1ncn2[C@H]1CN(Cc2ccc(C(=O)O)cc2)C[C@@H](CO)O1,-20%,0,-4%,-6%,-0.7,-8%[57.1 µM],1%,-1%,-2%
CC[C@H]1c2[nH]c3ccc(C(C)C)cc3c2[C@@H]2CCN3C(=O)CCC[C@H]1[C@H]23,-12%,-2,-13%,26%,0.3,2%,14%,-1%,-7%
Cc1cc(Nc2cccc(Cl)c2)n2ncnc2n1,-8%,-14,-18%,-11%,-0.4,-1%,-1%,-5%,-17%
O=C1CS/C(=N\C(=O)N2c3ccccc3Sc3ccccc32)N1,0%,.,3%,?,-2.4,-7%,19%,-17%,9%
CCCCCC(=O)N1C[C@@H](O)[C@H](n2cc(C3CC3)nn2)C[C@@H]1c1ccc(OC)cc1,4%,-1,-10%,20%,2.5,3%,-36%[inhibitor],1%,-6%
Cc1ccc(S(=O)(=O)Nc2ccc(N3CCN(C)CC3)nc2)cc1,-4%,-2,-5%,27%,1.9,0%,-1%,-11%,-12%
CCCCN1CC(COCc2ccccc2)Oc2cccc(Oc3ccc(C(C)C)cc3)c2S1(=O)=O (stereo not given),8%,10,4%,-5%,-0.8,-11%,0%,-10%,5%
C[C@H](NC(=O)N1CCn2c1nc1ccccc12)C(=O)N1CCCCC1,-3%,?,6%,-6%,-3.6,2%,1%,8.4µM*,-1%
CCOC(=O)c1cc(NC(=O)c2cnccn2)cc(C(=O)OCC)c1,3%,.,5%,0%,1.1,5%,8%,-8%,1%
Cc1ccc(NC(=O)c2cc(=O)n(Cc3ccccc3)c(=O)[nH]2)cc1C,-7%,0,-11%,18%,1.3,-3%,1%,24µM*,5%
CC1CCN(CCCNS(=O)(=O)c2ccc3c(c2)CCN3C(=O)C2CC2)CC1,5%,-2,14%,-1%,2.1,-5%,-1%,-11%,.
Cc1c(CCO)c(=O)n(-c2ccccc2)n1S(=O)(=O)c1c(Cl)cc(Cl)cc1Cl,-5%,-3,5%,0%,1.5,13%,8%,?,22%
Cc1ccc(C(=O)NCC(=O)NC2CC2)cc1,-9%,-4,3%,-14%,0.6,-5%,4%,-14%,-4%
Cn1c(=O)n(CC(=O)Nc2ccccc2)c2ccccc21,8%,3,3%,2%,-0.5,-1%,4%,1%,17%
